# Source: PubChem BioAssay (Sanford-Burnham Center for Chemical Genomics)
# CCR6 antag – CCR6 receptor antagonists, primary screen, cell-based, CHO-K1, luminescence, beta-arrestin, uHTS; C-C chemokine receptor type 6 (Homo sapiens), P51684; CHO-K1 CCR6 PathHunter beta-arrestin, CCL20-stimulated; inhibition, % at 20 µM; hit rate 0.49% among 340,000; AID 493098, 2011;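 active = compounds whose inhibition of the agonist-driven luminescence signal at 20 µM reaches about 50%, limit read from the data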;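 also: cells stimulated with CCL20 at 14 nM final; plate controls were DMSO with CCL20 for no effect and DMSO without agonist for full effect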
# CHOP UPR activ – activators of apoptotic CHOP UPR arm, primary screen, cell-based, CHO-CHOP luciferase reporter, luminescence, uHTS; UPR activation; percent of tunicamycin response over DMSO baseline; activation, % at 10 µM; hit rate 0.34% among 330,000; AID 449763, 2010;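 active = at 10 µM dose, activation of 40% or more, normalized to positive control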;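 also: 100% = tunicamycin at 10 µg/mL and 0% = DMSO alone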
#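 System: CHO CHOP reporter cells. Amount: 500 cells per well. Buffer or medium: F12 medium, 10% FBS. Compound dosing: one dose, 10 µM in 0.5% DMSO. Incubation: 6 h compound exposure at 37 °C after overnight seeding. Technique: Steady-Glo luciferase luminescence. Benchmarks: tunicamycin and DMSO controls.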
# APJ antag – antagonists of human apelin receptor APJ, primary screen, CHO-K1 cells, beta-arrestin complementation, luminescence; P35414; inhibition, % at 20 µM; hit rate 0.32% among 330,000;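 active = inhibition above about 40% at 20 µM, limit read from the data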;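 also: cells challenged with 10 nM apelin-13 agonist together with compound; plate controls were apelin-13 plus DMSO wells for no effect and DMSO wells lacking apelin-13 for full effect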
# UPR XBP1 act – activators of adaptive XBP1 UPR arm, primary screen, cell-based, CHO-XBP1 luciferase reporter, luminescence, uHTS; IRE1-XBP1 UPR activation; percent of tunicamycin response, DMSO as zero; activation, % at 20 µM; hit rate 0.33% among 330,000; AID 463104, 2010;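 active = versus positive control, 20 µM dose yields 30% or more activation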;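 also: 100% = tunicamycin at 10 µg/mL and 0% = DMSO only wells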
#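 Material: CHO cell line with stable XBP1 luciferase reporter; schedule: 16-18 h cell attachment at 37 °C, then 6 h compound exposure; signal: glow luminescence from Steady-Glo reagent; medium: serum-containing F12 medium, 10% FBS; benchmarks: tunicamycin 10 µg/mL and vehicle-only wells; read-out: percent activation relative to tunicamycin reference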
# Mdm2-MdmX inh – inhibitors of human Mdm2-MdmX association, primary screen, cell-based, luminescence, split luciferase, SaOS-2, uHTS; SaOS-2 split-luciferase Mdm2/MdmX complementation; inhibition, % at 8 µM; hit rate 3% among 330,000; AID 485346, 2010;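 active = inhibition of at least 50% at 8 µM in the primary screen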
# Target sequence (O15151 whole entry, looked up): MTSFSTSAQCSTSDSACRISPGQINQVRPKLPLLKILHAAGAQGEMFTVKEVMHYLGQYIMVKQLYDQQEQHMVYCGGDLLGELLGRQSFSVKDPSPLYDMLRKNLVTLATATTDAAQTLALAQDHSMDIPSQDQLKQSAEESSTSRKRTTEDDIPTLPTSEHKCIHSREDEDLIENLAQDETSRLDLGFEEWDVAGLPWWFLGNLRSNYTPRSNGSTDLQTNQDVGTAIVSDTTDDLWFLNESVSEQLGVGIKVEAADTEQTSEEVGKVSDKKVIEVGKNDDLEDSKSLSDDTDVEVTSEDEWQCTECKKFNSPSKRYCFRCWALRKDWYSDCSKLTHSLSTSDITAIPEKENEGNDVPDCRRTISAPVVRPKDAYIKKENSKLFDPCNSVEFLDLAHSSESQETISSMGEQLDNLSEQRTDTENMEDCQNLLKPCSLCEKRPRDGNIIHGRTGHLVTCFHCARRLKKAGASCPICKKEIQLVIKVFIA
# Target sequence (Q00987 whole entry, looked up): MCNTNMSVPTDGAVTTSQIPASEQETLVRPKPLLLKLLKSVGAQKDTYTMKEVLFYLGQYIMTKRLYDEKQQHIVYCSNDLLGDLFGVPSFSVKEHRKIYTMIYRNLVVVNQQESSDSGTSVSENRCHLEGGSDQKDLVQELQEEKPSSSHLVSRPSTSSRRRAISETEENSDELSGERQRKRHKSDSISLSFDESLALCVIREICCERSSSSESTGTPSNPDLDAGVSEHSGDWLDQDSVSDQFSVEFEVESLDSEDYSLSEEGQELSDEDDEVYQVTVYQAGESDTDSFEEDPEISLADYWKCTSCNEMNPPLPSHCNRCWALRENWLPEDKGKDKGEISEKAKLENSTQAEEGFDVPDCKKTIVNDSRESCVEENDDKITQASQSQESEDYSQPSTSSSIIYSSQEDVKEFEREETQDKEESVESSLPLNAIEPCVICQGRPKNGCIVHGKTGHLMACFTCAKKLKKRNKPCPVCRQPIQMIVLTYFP
# tim23-1 inh – growth inhibitors of tim23-1 mutant yeast, primary screen, luminescence, uHTS; S. cerevisiae tim23-1 growth, BacTiter-Glo luminescence, 24 h; inhibition, % at 20 µM; hit rate 1.3% among 330,000; AID 463212, 2010;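 active = growth inhibition of the mutant yeast at or above 50%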;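 also: temperature-sensitive mutant grown at 25 °C; plate controls were DMSO-treated mutant yeast for no effect and medium wells lacking yeast for full effect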
# APJ agonist – agonists of human apelin receptor APJ, primary screen, CHO-K1 cells, PathHunter beta-arrestin, luminescence; P35414; 0% DMSO wells, 100% apelin; activation, % at 20 µM; hit rate 0.11% among 330,000;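 active = activation more than six SD over the plate average, tested at 20 µM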;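 also: 0% = DMSO alone and 100% = apelin-13 at 10 nM; some results filed as inactive read as strong as hits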
#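 Material: engineered CHO-K1 APJ arrestin reporter cells; amount: 1000 CHO-K1 reporter cells seeded per well; incubation: compound stimulation 90 min at 25 °C, detection 60 min; signal: luminescent beta-gal fragment complementation, chemiluminescent substrate; read-out basis: APJ agonist activity; controls: DMSO-only wells as negative, 10 nM Apelin-13 as positive control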
# CXCR6 block – CXCR6 receptor inhibitors, primary screen, cell-based, beta-arrestin, luminescence, CHO-K1 PathHunter, 1536-well; inhibition, % at 20 µM; C-X-C chemokine receptor type 6 (Homo sapiens), O00574; hit rate 0.36% among 360,000; in the data active = inhibition above about 34%, passing the limit was not always enough;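 also: antagonist mode with CXCL16 agonist at 10 nM final; 0% = 10 nM CXCL16 with DMSO and 100% = unstimulated wells without agonist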
# EBI2 antag – EBI2 receptor antagonists, beta-arrestin recruitment, primary screen, cell-based, luminescence, 7a,25-OHC stimulation, uHTS. 7a,25-OHC stimulated. inhibition, % at 5 µM. hit rate 0.81% among 360,000. AID 651636, 2012; in the data active = inhibition above about 38%;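 also: enzyme fragment complementation signal reports receptor beta-arrestin coupling in cells; 0% = agonist plus DMSO wells and 100% = wells without agonist; some results beyond the cut were filed as inactive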
# An asterisk follows results filed as active; . = not tested or not shown; & = joins results of further samples.
1: Cn1nc(-c2ccc(OCC(=O)N3CCN(Cc4ccccc4)CC3)cc2)c2ccccc2c1=O
2: CCN(CC)c1ccc(/C=C2/C(=O)NC(=O)N(Cc3ccco3)C2=O)cc1
3: CC(=NCCN1CCOCC1)c1c(O)n(-c2ccccc2C)c(=O)[nH]c1=O
4: Cc1ccc(CN2CCCN(Cc3ccccc3C)S2(=O)=O)cc1
5: O=C(CNC(=O)c1ccc(Br)cc1)Nc1ccc(Br)cc1C(=O)c1ccccc1
6: CC1(C)CSC(=NCc2ccccc2)N1
7: c1ccc(CNc2c3c(nc4ccccc24)CCC3)cc1
8: CN1C2CCC1CC(OC(=O)c1ccc(Cl)cc1)C2 (configuration not stated)

screen / no.	1	2	3	4	5	6	7	8
APJ agonist	1&1	1	-6	-2	-7	10	-3	-4
CCR6 antag	11&13	2	3	19	15	-2	1	12
Mdm2-MdmX inh	48&34	0	-10	-21	5	1	4	26
CHOP UPR activ	6.7&3.3	1.9	0.4	0.6	-0.3	-0.4	-0.9	0.0
UPR XBP1 act	-4&-4	4	4	1	1	-1	3	-3
APJ antag	-12&-5	3	6	-8	18	-22	-8	-3
CXCR6 block	-5	-5	-4	-4	-5	0	8	-2
tim23-1 inh	20&25	4	7	15	0	-1	-29	0
EBI2 antag	-7	0	-5	1	1	-10	-12	3

9: O=C(NCC(c1cccnc1)N1CCN(c2ccccc2)CC1)Oc1ccccc1 (configuration not stated)
10: c1ccc2c(c1)CSc1ccccc1C2C1=NCCN1 (configuration not stated)
11: CCN(c1ccc(C(O)(C(=O)OC)C(F)(F)F)cc1)S(=O)(=O)c1ccc(C)cc1 (configuration not stated)
12: O=c1[nH]c(=S)n(Cc2ccc(F)cc2)c(O)c1/C=N/N1CCCCCC1
13: COC(=O)C1=CO[C@@H](C)[C@@H]2CN3CC[C@@]4(C(=O)Nc5ccccc54)[C@@H]3C[C@H]12
14: CC(C(=O)c1c[nH]c2ccccc12)N1CCN(C(=O)c2ccco2)CC1 (configuration not stated)
15: Cc1nc2ccccc2c(=O)n1-n1cnnc1
16: CCN(CC)CCN=Cc1c(O)n(Cc2ccco2)c(=O)[nH]c1=O

screen / no.	9	10	11	12	13	14	15	16
APJ agonist	1	3	-2	-1	-4	-5	-2	-2
CCR6 antag	3	3	19	11	10	1	-3	-1
Mdm2-MdmX inh	-15	3	7	9	-2	-8	2	-11
CHOP UPR activ	1.3	-1.0	0.3	3.4	-0.1	0.5	-0.2	1.6
UPR XBP1 act	-3	-2	-2	-3	0	3	-2	-4
APJ antag	15	-7	4	-2	-46	-2	16	5
CXCR6 block	6	0	2	6	-2	-3	-8	7
tim23-1 inh	13	10	25	0	25	0	-1	3
EBI2 antag	4	-3	9	8	-1	6	-10	1

17: O=C(N[C@H]1CP(=O)(Oc2ccccc2)O[C@H](COCc2ccccc2)[C@H]1O)C(Cl)(Cl)Cl (some centres not stated)
18: O=C(COC(=O)Cc1ccccc1)Nc1cc(S(=O)(=O)N2CCCCC2)ccc1Cl
19: CN1CCN(c2ccc(C(N)=O)cc2[N+](=O)[O-])CC1
20: O=C(Nc1ccc(F)cc1)N1CC2CC(C1)c1cccc(=O)n1C2 (configuration not stated)
21: O=C(C(=C1N(Cc2ccc(Cl)nc2)CCN1Cc1ccc(Cl)nc1)[N+](=O)[O-])C(Cl)Cl
22: OC(CC#CCN1CCCCCC1)(c1ccccc1)C1CCCC1 (configuration not stated)
23: CCOC(=O)C1(c2ccccc2)CCN(CCC(=O)Nc2ccc(F)cc2)CC1
24: C=CCn1c(O)c(C(CC)=NCc2ccco2)c(=O)[nH]c1=O

screen / no.	17	18	19	20	21	22	23	24
APJ agonist	1	5	-3	4	-4	1	-1	-1
CCR6 antag	-2	25	1	-8	-7	0	8	2
Mdm2-MdmX inh	-3	26	7	-11	33	16	9	34
CHOP UPR activ	-1.9	-0.8	-2.0	2.4	-0.2	-1.7	-0.5	-2.2
UPR XBP1 act	0	0	-3	1	0	-1	-1	-1
APJ antag	0	-38	3	-7	4	2	-3	23
CXCR6 block	-9	-16	8	-6	-3	-6	-1	0
tim23-1 inh	18	16	4	4	-8	7	17	20
EBI2 antag	0	0	-6	2	9	5	33	-15

25: CCOC(=O)c1c(/N=C/c2c(O)n(-c3ccc(F)cc3)c(=S)[nH]c2=O)sc2c1CCCC2
26: CCC/C=N/O
27: Cc1ccc2c(c1)C1CN(C)CCC1N2C(=O)c1ccco1 (configuration not stated)
28: COc1ccc(O)c2c(=O)c3c(OC)cc4c(c3oc12)C1C=COC1O4 (configuration not stated)
29: O=C(c1cccn2c(=O)c3ccc(Cl)cc3nc12)N1CCC2(CC1)OCCO2
30: Nc1cc(N2CCNCC2)c([N+](=O)[O-])cc1Cl
31: Oc1ccc(-[n+]2c(-c3ccccc3)cc(-c3ccccc3)cc2-c2ccccc2)cc1
32: COC(=O)C1=C(c2cc3ccccc3s2)C[C@@H]2CC[C@H]1N2C(=O)NCc1ccccc1

screen / no.	25	26	27	28	29	30	31	32
APJ agonist	-5	-1	3	-2	-5	-5	10	4
CCR6 antag	-4	-10	-6	10	11	10	-28	22
Mdm2-MdmX inh	-2	9	-13	74*	16	14	98*	-21
CHOP UPR activ	9.3	-0.4	1.0	1.5	0.6	2.0	38	1.8
UPR XBP1 act	5	-3	-1	7	1	0	8	-3
APJ antag	7	-4	15	17	-2	16	-32	-59
CXCR6 block	5	-6	1	-1	0	-1	-16	0
tim23-1 inh	22	-11	1	41	12	0	18	24
EBI2 antag	-2	-1	-9	53*	-4	-9	-4	13

# Grouped by structure, the compounds so far containing a Cl atom.
8: CN1C2CCC1CC(OC(=O)c1ccc(Cl)cc1)C2 (configuration not stated)
17: O=C(N[C@H]1CP(=O)(Oc2ccccc2)O[C@H](COCc2ccccc2)[C@H]1O)C(Cl)(Cl)Cl (some centres not stated)
18: O=C(COC(=O)Cc1ccccc1)Nc1cc(S(=O)(=O)N2CCCCC2)ccc1Cl
21: O=C(C(=C1N(Cc2ccc(Cl)nc2)CCN1Cc1ccc(Cl)nc1)[N+](=O)[O-])C(Cl)Cl
29: O=C(c1cccn2c(=O)c3ccc(Cl)cc3nc12)N1CCC2(CC1)OCCO2
30: Nc1cc(N2CCNCC2)c([N+](=O)[O-])cc1Cl

screen / no.	8	17	18	21	29	30
APJ agonist	-4	1	5	-4	-5	-5
CCR6 antag	12	-2	25	-7	11	10
Mdm2-MdmX inh	26	-3	26	33	16	14
CHOP UPR activ	0.0	-1.9	-0.8	-0.2	0.6	2.0
UPR XBP1 act	-3	0	0	0	1	0
APJ antag	-3	0	-38	4	-2	16
CXCR6 block	-2	-9	-16	-3	0	-1
tim23-1 inh	0	18	16	-8	12	0
EBI2 antag	3	0	0	9	-4	-9

# More structures:
33: CN1C(=O)CN=C(c2ccccc2Cl)c2cc(Br)ccc21
34: O=C1NC(=O)N(c2ccccc2)C(=O)/C1=C\c1ccc2c3c(cccc13)CC2
35: Cc1cc(OCC(=O)N2CCC(C(N)=O)CC2)c2c3c(c(=O)oc2c1)CCCC3
36: CCC(=NCCO)c1c(O)n(C2CCCCC2)c(=O)[nH]c1=O
37: NNCc1cccc(O)c1
38: CCSc1nnc(C(N)Cc2ccccc2)o1 (configuration not stated)
39: C=CCn1c(O)c(C(C)=Nc2cc(OC)ccc2OC)c(=O)[nH]c1=O
40: CC12CCCCC1=NC(c1ccc(Br)cc1)N2O (configuration not stated)

screen / no.	33	34	35	36	37	38	39	40
APJ agonist	-4	0	-4	-1	-3	-2	-7	-12
CCR6 antag	12	.	11	12	5	-9	0	55*
Mdm2-MdmX inh	0	17	6	6	17	4	12	7
CHOP UPR activ	2.1	-0.4	-0.7	-0.4	2.5	-1.2	-0.7	1.2
UPR XBP1 act	-1	0	-6	-4	-2	-1	0	-2
APJ antag	20	-30	8	16	-7	-3	2	51*
CXCR6 block	-2	.	-9	-2	-10	-9	-12	34
tim23-1 inh	11	8	-7	16	-9	12	2	17
EBI2 antag	19	.	-4	-2	2	-7	-4	-6

# Reprinted from the part before: 2 entries, then new ones.
39: C=CCn1c(O)c(C(C)=Nc2cc(OC)ccc2OC)c(=O)[nH]c1=O
40: CC12CCCCC1=NC(c1ccc(Br)cc1)N2O (configuration not stated)
41: Oc1ccc2c3c1OC1[C@H](O)CC[C@@]4(O)[C@@H](C2)N(CC2CC2)CC[C@]314 (some centres not stated)
42: CCCCn1c(=O)c(C(=O)Nc2cnccn2)c(O)c2ccccc21
43: CCOC(=O)C(O)(c1ccc(NC(=S)NC(=O)c2ccc(Cl)cc2Cl)cc1)C(F)(F)F (configuration not stated)
44: CC(C)CC(=O)Nc1ccc(S(=O)(=O)N2CC3CC(C2)c2cccc(=O)n2C3)cc1 (configuration not stated)
45: COc1cc(CN2CC3CC(C2)c2cccc(=O)n2C3)cc(OC)c1OC (configuration not stated)
46: CCCC(C)C1(CC)C(=O)NC(=Nc2ccc(OC)cc2)NC1=O (configuration not stated)

screen / no.	39	40	41	42	43	44	45	46
APJ agonist	-7	-12	-3	-2	0	7	0	0
CCR6 antag	0	55*	-8&2	-6	37	8	10	12
Mdm2-MdmX inh	12	7	-2	57*	27	-14	20	2
CHOP UPR activ	-0.7	1.2	1.3	13	0.9	0.2	-0.6	-2.0
UPR XBP1 act	0	-2	0	3	0	0	-3	1
APJ antag	2	51*	-3	-16	-5	16	-5	4
CXCR6 block	-12	34	0&3	-6	12	1	-2	4
tim23-1 inh	2	17	1	19	40	-2	14	27
EBI2 antag	-4	-6	-7&-3	13	26	9	4	-10

# A portion of the library (hit frequency here may not be typical).
